Screens: PubChem BioAssay, several laboratories
Phagocyt inh: inhibitors of macrophage phagocytosis. J774A.1 macrophage IgG-bead phagocytosis, imaging. inhibition, % at 5 µM. 110,000 compounds, 0.07% hits. AID 1029;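 active = inhibition above the mean of the plate negative controls plus 5 SD, cut at about 13% in these data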;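 note: phagocytic index as fraction of beads internalized from green versus red external bead signal; plate controls were DMSO negative control for no effect and cytochalasin-D positive control for full effect; some results beyond the cut were filed as inactive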
Yeast life ext: extends the lifespan of yeast; S. cerevisiae growth with nicotinamide, OD615; deaD strain in restrictive glucose medium; inhibition of the nicotinamide effect, % at 10 µM; 130,000 compounds, 0.68% hits;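 active = inhibition above a set limit, placed 3 SD over the median of all compounds, cut at about 26% in these data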;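 note: 0% = nicotinamide-treated wells and 100% = cells grown without nicotinamide; some compounds called inactive have numbers as strong as hits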
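System: Modified budding yeast, DeaD strain | Buffer or medium: Restrictive glucose medium | Also added: 1.5 mM nicotinamide | Doses: 10 µM single point, 0.25% DMSO | Schedule: 48 h compound exposure at 30 °C, humidified | Detection: Absorbance at 615 nm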
NPY-Y2 antag: antagonists of human neuropeptide Y receptor Y2 | P49146 | NPY-Y2 expressing cells, antagonist mode | inhibition, % at 2.7 µM | 140,000 compounds, 0.99% hits | AID 793; in the data active = inhibition above about 17%;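 note: 0% = vehicle with agonist challenge and 100% = reference antagonist with challenge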
Target sequence (P49146 whole entry, looked up): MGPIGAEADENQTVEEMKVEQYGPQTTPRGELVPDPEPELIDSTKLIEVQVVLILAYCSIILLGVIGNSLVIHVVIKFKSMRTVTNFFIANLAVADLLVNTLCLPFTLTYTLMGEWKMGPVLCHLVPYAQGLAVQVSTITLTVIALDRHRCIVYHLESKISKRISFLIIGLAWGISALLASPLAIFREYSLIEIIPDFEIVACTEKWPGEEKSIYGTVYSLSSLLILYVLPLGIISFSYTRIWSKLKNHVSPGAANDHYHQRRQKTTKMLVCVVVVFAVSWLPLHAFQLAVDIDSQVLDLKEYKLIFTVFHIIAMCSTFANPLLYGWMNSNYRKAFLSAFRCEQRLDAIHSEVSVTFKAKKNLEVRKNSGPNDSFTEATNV
Yeast growth inh: chemicals that inhibit yeast BB579 growth in restrictive medium (lifespan-shortening candidates) | AID 804 | 140,000 compounds, 0.51% hits | inhibition, % at 10 µM | S. cerevisiae BB579 growth, OD615, 48 h;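 active = inhibition above a set limit, 3 SD over the mean compound inhibition, cut at about 44% in these data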; note: inactives centre near -24
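System: DeaD yeast strain BB579; buffer or medium: CSMM-D dextrose restrictive medium; technique: OD at 615 nm; schedule: 4 h cell preincubation, 48 h compound exposure, 30 °C humidified; doses: single 10 µM dose; controls: amphotericin B 10 µg/mL, positive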
PTEN del growth: PTEN-deleted cell growth suppression; HCT116 PTEN-null viability, CellTiter-Glo, 60 h; active compounds read low; viability, % at 10 µM; 140,000 compounds, 1.2% hits; AID 827;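 active = viability at or below a set limit, 4 SD under the median of all tested compounds, cut at about 3.7% in these data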;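 note: PTEN knockout HCT116 line with beta catenin targeted HCT116 as companion control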
Measles CPE: protection of cells from measles virus. Measles virus-infected cells, CPE protection, absorbance. protection (pct of control), % at 4 µM. 140,000 compounds, 1.5% hits. AID 841; in the data active = protection mostly above about 24%, no sharp cut-off; inactive = mostly below about 26%; note: some compounds called inactive have numbers as strong as hits
MRP-1 activ: activators of MRP-1; H69AR cells + doxorubicin, viability rescue, CellTiter-Glo; viability increase, % at 10 µM; 140,000 compounds, 0.61% hits; AID 799;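 active = viability gain under doxorubicin at or above a set limit, the compound median plus 3 SD, cut at about 4.7% in these data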;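 note: MRP-1 overexpressing cells given doxorubicin 25 µM after compound pretreatment; 18-22 h compound pretreatment then 72 h with doxorubicin before readout; 0% = doxorubicin-only wells and 100% = vehicle-treated cells without doxorubicin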
E-sel TNF inh: blocks E-selectin expression induced by TNF alpha; HUVEC TNFa-induced E-selectin immunofluorescence, high content; 120,000 compounds, 0.71% hits; inhibition, % at 2 µM;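 active = inhibition above the batch mean plus 3 SD, and confirmed as a hit on visual image review, cut at about 43% in these data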;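 note: 0% = TNF-stimulated DMSO wells and 100% = unstimulated control wells; not every result past the cut was called active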
bCat KO growth: beta-catenin-lacking colon tumor cell growth suppression; HCT116 beta-catenin knockout viability, CellTiter-Glo, 60 h; active compounds read low; viability, % at 10 µM; 140,000 compounds, 1.5% hits; AID 818;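 active = viability at or under a set limit, the compound median less 4 SD, cut at about 6% in these data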;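 note: 0% = Hyamine 1622 control at 20 µM and 100% = untreated cell control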
GALR2 antag: GALR2 (human) receptor antagonism. O43603. GALR2-expressing cells, antagonist mode. inhibition, % at 4 µM. 140,000 compounds, 0.39% hits. AID 828; in the data active = inhibition above about 27%;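 note: cells stimulated with galanin 1-16 at roughly its EC80; 0% = agonist challenge control and 100% = basal control without agonist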
Target sequence (O43603 whole entry, looked up): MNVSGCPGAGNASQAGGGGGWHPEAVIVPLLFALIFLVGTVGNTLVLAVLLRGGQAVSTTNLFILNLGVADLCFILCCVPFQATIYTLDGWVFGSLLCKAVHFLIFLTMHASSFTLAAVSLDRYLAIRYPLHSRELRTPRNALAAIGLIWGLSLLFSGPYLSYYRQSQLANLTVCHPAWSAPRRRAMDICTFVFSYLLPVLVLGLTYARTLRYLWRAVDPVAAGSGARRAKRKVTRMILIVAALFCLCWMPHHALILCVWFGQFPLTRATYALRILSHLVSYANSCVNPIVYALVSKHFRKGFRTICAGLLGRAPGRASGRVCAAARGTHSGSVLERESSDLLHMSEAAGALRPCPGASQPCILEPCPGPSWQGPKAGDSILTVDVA
Starred values were filed as active, the others as inactive.

Oc1c(C(Nc2ccccn2)c2cccnc2)cc(Cl)c2cccnc12 (stereo unspecified) was read as Phagocyt inh 3, Yeast life ext 28*, NPY-Y2 antag 0, Yeast growth inh -8, PTEN del growth 4, Measles CPE 16, MRP-1 activ -4.4, E-sel TNF inh -1, bCat KO growth 3.6* and GALR2 antag 22.
Screening O=C(OCc1nc2ccccc2s1)c1cccs1 returned Phagocyt inh -1, Yeast life ext -10, NPY-Y2 antag -2, Yeast growth inh -30, PTEN del growth 92, Measles CPE 25, MRP-1 activ -1.0, E-sel TNF inh -12, bCat KO growth 86 and GALR2 antag 8.
Screening Cc1ccc2c(Cl)c(C(=O)NCCCn3ccnc3)sc2c1 returned Yeast life ext -7, NPY-Y2 antag 1, Yeast growth inh -46, PTEN del growth 103, Measles CPE 15, MRP-1 activ -2.8, E-sel TNF inh -3, bCat KO growth 111 and GALR2 antag 4.
Screening Cc1ccc(-c2c3c(nc4sc(C(N)=O)c(N)c24)CCC3)cc1 returned Yeast life ext -22, NPY-Y2 antag 1, Yeast growth inh -3, PTEN del growth 46, Measles CPE 4, MRP-1 activ -3.2, E-sel TNF inh 6, bCat KO growth 61 and GALR2 antag -10.
Screening COCc1nnc(NC(=O)CCCOc2ccccc2)s1 returned Phagocyt inh -1, Yeast life ext -14, NPY-Y2 antag 0, Yeast growth inh -17, PTEN del growth 107, Measles CPE 11, MRP-1 activ 0.7, E-sel TNF inh 8, bCat KO growth 101 and GALR2 antag -2.
Screening CC1=C(C(=O)OCC(C)C)C(c2ccsc2)NC(=O)N1 (stereo unspecified) returned Phagocyt inh 1, Yeast life ext 1, NPY-Y2 antag 2, Yeast growth inh -6, PTEN del growth 82, Measles CPE 6, MRP-1 activ -1.9, E-sel TNF inh 13, bCat KO growth 87 and GALR2 antag -15.
COc1ccc(C2SCC(=O)N2C)cc1 (stereo unspecified) was read as Yeast life ext -2, NPY-Y2 antag 3, Yeast growth inh -30, PTEN del growth 112, Measles CPE 24, MRP-1 activ -0.5, E-sel TNF inh 3, bCat KO growth 99 and GALR2 antag -3.
For Cc1cccc(C)c1N1CCc2cn[nH]c21 the results were Yeast life ext -4, NPY-Y2 antag 3, Yeast growth inh -12, PTEN del growth 80, Measles CPE 1, MRP-1 activ -1.7, E-sel TNF inh -16, bCat KO growth 80 and GALR2 antag 9.
CCOC(=O)Nc1ccc(S(=O)(=O)NCCCN2CCOCC2)cc1 was read as Phagocyt inh 0, Yeast life ext 0, NPY-Y2 antag -1, Yeast growth inh -37, PTEN del growth 99, Measles CPE 2, MRP-1 activ -0.5, E-sel TNF inh -8, bCat KO growth 97 and GALR2 antag 6.
For O=C(O)c1ccc(NC(=O)C2(c3ccccc3)CCOCC2)cc1 the results were Phagocyt inh 1, Yeast life ext -5, NPY-Y2 antag 2, Yeast growth inh -42, PTEN del growth 102, Measles CPE 2, MRP-1 activ -0.1, E-sel TNF inh -31, bCat KO growth 116 and GALR2 antag -7.
For CCn1c(Cc2cccc3ccccc23)nnc1SCC(=O)Nc1nccs1 the results were NPY-Y2 antag 2, Yeast growth inh -43, PTEN del growth 84, Measles CPE 15, MRP-1 activ -1.6, E-sel TNF inh 6, bCat KO growth 90 and GALR2 antag -1.
`CCN(CC)C(=O)CSC1=Nc2ccccc2C2=NC(c3ccccc3)C(=O)N12` (stereo unspecified) gave Phagocyt inh 1, Yeast life ext 48, NPY-Y2 antag 1, Yeast growth inh -63, PTEN del growth 103, Measles CPE 17, MRP-1 activ -1.6, E-sel TNF inh -3, bCat KO growth 93 and GALR2 antag -2.
`CC1(C)Cc2ccccc2-c2nc(CN3CCOCC3)[nH]c(=O)c21` gave Phagocyt inh -2, Yeast life ext -7, NPY-Y2 antag 1, Yeast growth inh -70, PTEN del growth 104, Measles CPE 13, MRP-1 activ -0.1, bCat KO growth 93 and GALR2 antag 8.
CCOC(=O)C1=C(C)N=c2s/c(=C/c3ccco3)c(=O)n2C1c1cccc(OC)c1 (stereo unspecified) was read as Phagocyt inh -3, Yeast life ext 1, NPY-Y2 antag 6, Yeast growth inh -40, PTEN del growth 89, Measles CPE 9, MRP-1 activ 3.3, bCat KO growth 90 and GALR2 antag 2.
For O=C(C1COc2ccccc2O1)N1CCc2ccccc2C1 (stereo unspecified) the results were NPY-Y2 antag 1, Yeast growth inh -62, PTEN del growth 100, Measles CPE 4, MRP-1 activ -2.6, E-sel TNF inh -19, bCat KO growth 109 and GALR2 antag -1.
`CC(C)CC(c1nnnn1C(C)C)N1CCN(c2cccc(Cl)c2)CC1` (stereo unspecified) gave Phagocyt inh 0, Yeast life ext 0, NPY-Y2 antag 13, Yeast growth inh -52, PTEN del growth 66, Measles CPE 15, MRP-1 activ -1.0, E-sel TNF inh 2, bCat KO growth 69 and GALR2 antag 3.
Screening CCC(CC)C(=O)Nc1cc(C(=O)OC)ccc1C(=O)OC returned Phagocyt inh -3, Yeast life ext 4, NPY-Y2 antag 3, Yeast growth inh -28, PTEN del growth 92, Measles CPE 13, MRP-1 activ -0.9, bCat KO growth 99 and GALR2 antag -3.
Screening O=C(N/N=C/c1cc([N+](=O)[O-])ccc1O)/C(=C\c1cccs1)NC(=O)c1ccccc1 returned Phagocyt inh -4, Yeast life ext -6, NPY-Y2 antag 2, Yeast growth inh -5, PTEN del growth 11, Measles CPE 4, MRP-1 activ 0.5, E-sel TNF inh -20, bCat KO growth 12 and GALR2 antag -1.
CCOC(=O)C1CCN(S(=O)(=O)c2ccc(OCC(=O)OC)cc2)CC1 was read as Phagocyt inh 2, Yeast life ext -1, NPY-Y2 antag 4, Yeast growth inh -16, PTEN del growth 94, Measles CPE 33, MRP-1 activ -2.9, E-sel TNF inh 9, bCat KO growth 92 and GALR2 antag -10.
`COc1ccccc1N1CCN(C(=O)CCCN2C(=O)c3cccc4cccc(c34)C2=O)CC1` gave Phagocyt inh -12, Yeast life ext -5, NPY-Y2 antag 0, Yeast growth inh -37, PTEN del growth 69, Measles CPE 9, MRP-1 activ 1.1, E-sel TNF inh 15, bCat KO growth 78 and GALR2 antag -7.
For O=C(/C=C/c1ccc(F)cc1)NCc1ccco1 the results were Phagocyt inh -5, Yeast life ext -4, NPY-Y2 antag 0, Yeast growth inh -1, PTEN del growth 92, Measles CPE 6, MRP-1 activ -2.6, E-sel TNF inh 4, bCat KO growth 88 and GALR2 antag 2.
Screening CCn1c(C(O)c2ccc(C)cc2)nc2ccccc21 (stereo unspecified) returned Phagocyt inh 0, Yeast life ext -2, NPY-Y2 antag 0, Yeast growth inh 35, PTEN del growth 76, Measles CPE 0, MRP-1 activ 0.0, E-sel TNF inh -39, bCat KO growth 72 and GALR2 antag 10.
`CC(NS(=O)(=O)c1ccc(F)cc1)C(c1cccs1)N1CCOCC1` (stereo unspecified) gave Yeast life ext 1, NPY-Y2 antag 2, Yeast growth inh -3, PTEN del growth 97, Measles CPE 7, MRP-1 activ -2.5, E-sel TNF inh 9, bCat KO growth 92 and GALR2 antag 0.
`O=C(CSc1nnc(Cn2cnc3ccccc32)o1)c1ccccc1` gave Yeast life ext -7, NPY-Y2 antag 4, Yeast growth inh -1, PTEN del growth 14, Measles CPE 11, MRP-1 activ -2.1, E-sel TNF inh 5, bCat KO growth 15 and GALR2 antag -15.
For O=c1c(-c2ccnn2-c2ccccc2F)cnc2n1CCS2 the results were Phagocyt inh 1, Yeast life ext -5, NPY-Y2 antag 1, Yeast growth inh -23, PTEN del growth 102, Measles CPE 23, MRP-1 activ -1.1, E-sel TNF inh 6, bCat KO growth 96 and GALR2 antag -3.
Screening Cc1cccc(NC(=O)c2sc3nc4c(c(-c5ccco5)c3c2N)CCC4)c1 returned Phagocyt inh 2, Yeast life ext -2, NPY-Y2 antag -2, Yeast growth inh -43, PTEN del growth 84, Measles CPE 28, MRP-1 activ 1.3, E-sel TNF inh 11, bCat KO growth 83 and GALR2 antag 14.
`COCc1nnc(NC(=O)c2ccc(S(=O)(=O)N(C)c3ccccc3)cc2)o1` gave Phagocyt inh -1, Yeast life ext -12, NPY-Y2 antag -2, Yeast growth inh -8, PTEN del growth 34, Measles CPE 9, MRP-1 activ -4.3, bCat KO growth 37 and GALR2 antag 6.
Screening COc1cccc(/C=C/C(=O)OCC(=O)Nc2ccc(S(=O)(=O)N3CCCC3)cc2)c1 returned Phagocyt inh -1, Yeast life ext -2, NPY-Y2 antag 9, Yeast growth inh -35, PTEN del growth 85, Measles CPE 14, MRP-1 activ -3.7, E-sel TNF inh -4, bCat KO growth 90 and GALR2 antag 7.
Screening CCOC(=O)Cn1nnnc1CN(Cc1ccc(OC)cc1)Cc1cc2cc(C)cc(C)c2[nH]c1=O returned Phagocyt inh -1, Yeast life ext -12, NPY-Y2 antag 4, Yeast growth inh -27, PTEN del growth 91, Measles CPE 15, MRP-1 activ -0.4, E-sel TNF inh -12, bCat KO growth 86 and GALR2 antag -2.
Cc1csc(NC(=O)CSCC(=O)Nc2ccccc2)n1 was read as Phagocyt inh -1, Yeast life ext -3, NPY-Y2 antag 1, Yeast growth inh -12, PTEN del growth 91, Measles CPE 8, MRP-1 activ -2.3, E-sel TNF inh -25, bCat KO growth 93 and GALR2 antag 13.
Screening CCOC(=O)c1sc(=S)n(-c2ccc3c(c2)OCO3)c1N returned Yeast life ext -27, NPY-Y2 antag 1, Yeast growth inh -21, PTEN del growth 89, Measles CPE 3, MRP-1 activ -2.9, E-sel TNF inh 6, bCat KO growth 91 and GALR2 antag 6.
Screening COc1ccc2nc(C(F)(F)C(F)(F)F)c(C#N)c(N)c2c1 returned Phagocyt inh 0, Yeast life ext -17, NPY-Y2 antag 0, Yeast growth inh -37, PTEN del growth 86, Measles CPE 5, MRP-1 activ -1.6, E-sel TNF inh -19, bCat KO growth 93 and GALR2 antag -6.
`CCOc1ccc(NS(=O)(=O)c2ccc3[nH]cc(C(=O)NC(C)CC)c(=O)c3c2)cc1` (stereo unspecified) gave Yeast life ext -8, NPY-Y2 antag -2, Yeast growth inh -61, PTEN del growth 76, Measles CPE 8, MRP-1 activ -0.1, E-sel TNF inh 19, bCat KO growth 76 and GALR2 antag 12.
O=C(CNC(=O)c1ccco1)NCCCc1ccccc1 was read as Phagocyt inh 4, Yeast life ext -8, NPY-Y2 antag 2, Yeast growth inh -31, PTEN del growth 102, Measles CPE 2, MRP-1 activ -1.9, bCat KO growth 95 and GALR2 antag -10.
Screening CC(=O)c1ccc(NC2OC(C)C(O)C(O)C2O)cc1 (stereo unspecified) returned Phagocyt inh -1, Yeast life ext -12, NPY-Y2 antag 1, Yeast growth inh -23, PTEN del growth 88, Measles CPE 4, MRP-1 activ -1.1, E-sel TNF inh 25, bCat KO growth 95 and GALR2 antag -6.
